# Bioassay records from PubChem BioAssay.
# pCIP destab: p/CIP-EGFP fusion destabilizers, primary screen, fluorescence, F442A cells; Q05BA5; 16 h; decrease of EGFP signal, % at 10 µM; hit rate 0.01% among 290,000; AID 1984, 2009;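 active = EGFP signal decrease of at least 30% at 10 µM or well 3 SD below plate mean, unless failing retest; inactive = the rest, including hits failing retest or dose response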; also: some compounds called inactive have numbers as strong as hits; many of its hits are not listed in these tables
# VIM-2 inh: VIM-2 metallo-beta-lactamase inhibitors, primary screen, biochemical, epi-absorbance readout, Pseudomonas aeruginosa enzyme; purified VIM-2, nitrocefin hydrolysis, epi-absorbance fluorescence; inhibition, % at 5.6 µM; hit rate 0.89% among 290,000;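 active = inhibition above the mean of all tested compounds plus 3 SD, cutoff set per screening run, cut at about 7.5% in these data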;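 also: red hydrolysis product quenches plate fluorescence so inhibitors raise well fluorescence; 0% = enzyme with DMSO and 100% = DMSO without enzyme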
# FID counter: compounds displacing fluorescent DNA intercalator, primary screen, artefact control for HCV NS3 helicase inhibitor project, biochemical, FID fluorescence; DNA fluorescent intercalator displacement; inhibition, % at 7.9 µM; hit rate 0.17% among 290,000; AID 1845, 2009; in the data active = inhibition above about 37%;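 also: 0% = vehicle and 100% = reference compound; higher means more ethidium bromide displaced from hairpin DNA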
# IMP-1 inhibitor: IMP-1 metallo-beta-lactamase inhibitors, primary screen, biochemical, epi-absorbance readout, Pseudomonas aeruginosa enzyme; hit rate 0.45% among 290,000; purified IMP-1, nitrocefin hydrolysis, epi-absorbance fluorescence; metallo-beta-lactamase IMP-1 (Pseudomonas aeruginosa); inhibition, % at 5.6 µM;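 active = inhibition above the mean plus 3 SD of all compounds in the same screening run, cut at about 4.5% in these data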;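 also: 0% = IMP-1 with DMSO and 100% = DMSO wells lacking enzyme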
#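 System – purified recombinant IMP-1 beta-lactamase · Input – IMP-1 dispensed at 0.2 nM · Timing – 15 min preincubation plus 25 min reaction at 25 °C · Signal – Epi-absorbance fluorescence, 480 nm excitation, 530 nm emission · Measure – percent IMP-1 inhibition derived from blank-referenced optical density · Controls – Enzyme-plus-DMSO low control, enzyme-free DMSO high control · Replication – singlicate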
# PHOSPHO1 inh: PubChem AID 1565 | Phosphoethanolamine/phosphocholine phosphatase (Homo sapiens), Q8TCT1 | recombinant PHOSPHO1, absorbance phosphatase assay | inhibition, % at 13.3 µM | hit rate 1.1% among 290,000; in the data active = inhibition above about 60%
# Target sequence (Q8TCT1 whole entry, looked up): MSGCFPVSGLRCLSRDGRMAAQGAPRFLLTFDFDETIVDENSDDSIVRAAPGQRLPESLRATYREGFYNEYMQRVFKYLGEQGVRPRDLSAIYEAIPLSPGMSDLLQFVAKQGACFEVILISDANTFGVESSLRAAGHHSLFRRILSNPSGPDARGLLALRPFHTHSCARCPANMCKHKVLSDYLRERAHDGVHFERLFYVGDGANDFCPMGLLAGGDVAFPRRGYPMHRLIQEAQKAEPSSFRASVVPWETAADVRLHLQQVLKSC
# HCV NS3 hel inh: inhibitors of HCV NS3 helicase, primary screen, biochemical, Cy5 molecular beacon fluorescence. inhibition, % at 10.9 µM. NS3 helicase DNA unwinding. Hepatitis C virus NS3 helicase. hit rate 0.56% among 290,000;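 active = inhibition above the mean of all tested compounds plus 3 SD, set per campaign, cut at about 35% in these data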;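 also: 0% = DMSO wells and 100% = thioflavine S control wells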
#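 Assay system – hepatitis C virus NS3 helicase domain fragment enzyme · Buffer or medium – MOPS pH 6.5, MgCl2, DTT, Tween20, BSA · Reagent – Cy5/quencher beacon DNA duplex and ATP to start · Compound – single 10.9 µM dose · Timing – 1 h at 25 °C · Technique – Cy5 beacon fluorescence read at start and 1 h · Measure – % inhibition of unwinding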
# IDE act: human IDE activators in live cells, primary screen, fluorescence polarization, HEK cells, FAbeta-B substrate; FAbeta-B cleavage; 0% vehicle, 100% cell-free pure enzyme wells; activation, % at 5.96 µM; hit rate 0.073% among 340,000; AID 493087, 2011;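 active = activation above the mean of all tested compounds plus 3 SD, set per screening campaign, cut at about 17% in these data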
# MEKK3 PB1 HTS: modulators of MEKK3-MEK5 PB1 binding, primary screen, biochemical, wildtype MEKK3, multiplex bead flow cytometry, Alexa488-MEK5; hit rate 1.4% among 290,000; binding response (% of control), % at 10 µM; bead-based flow cytometry, Alexa488-MEK5 binding to MEKK3; actives lie on both sides; 0 = blocked by unlabeled MEK5, 100 = vehicle; Mitogen-activated protein kinase kinase kinase 3 (Homo sapiens), Q99759;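 active = binding response more than 3 SD above or below the average of its plate-row segment, actives on both sides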;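 also: Alexa488 bead fluorescence after subtracting the streptavidin-only scavenger bead signal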
# Target sequence (Q99759 whole entry, looked up): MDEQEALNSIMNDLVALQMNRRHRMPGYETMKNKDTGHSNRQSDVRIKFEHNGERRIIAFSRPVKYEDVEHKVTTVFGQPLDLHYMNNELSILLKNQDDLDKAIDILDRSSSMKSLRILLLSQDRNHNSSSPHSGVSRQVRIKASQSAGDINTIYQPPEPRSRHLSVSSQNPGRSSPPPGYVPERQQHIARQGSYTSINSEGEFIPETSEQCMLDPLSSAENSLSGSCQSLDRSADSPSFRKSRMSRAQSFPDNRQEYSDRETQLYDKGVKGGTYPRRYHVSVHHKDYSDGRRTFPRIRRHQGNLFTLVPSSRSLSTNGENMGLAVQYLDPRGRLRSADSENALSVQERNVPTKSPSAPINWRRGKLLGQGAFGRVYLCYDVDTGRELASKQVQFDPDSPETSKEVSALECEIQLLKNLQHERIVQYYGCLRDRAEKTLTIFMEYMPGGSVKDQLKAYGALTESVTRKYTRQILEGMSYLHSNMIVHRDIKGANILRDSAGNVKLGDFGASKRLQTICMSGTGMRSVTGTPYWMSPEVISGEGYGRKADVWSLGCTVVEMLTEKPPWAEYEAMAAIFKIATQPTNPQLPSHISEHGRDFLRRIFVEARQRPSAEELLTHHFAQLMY
# UBC9 SUMO inh: inhibitors of in vitro SUMOylation cascade, primary screen, biochemical, HTRF, uHTS | HTRF SUMOylation assay, SAE1/SAE2 + UBC9 | hit rate 0.36% among 290,000 | inhibition, % at 35 µM | SUMO-conjugating enzyme UBC9 (Homo sapiens), P63279 | AID 2006, 2009; in the data active = inhibition above about 50%, passing the limit was not always enough; also: strong numbers were not always called active
# Target sequence (P63279 whole entry, looked up): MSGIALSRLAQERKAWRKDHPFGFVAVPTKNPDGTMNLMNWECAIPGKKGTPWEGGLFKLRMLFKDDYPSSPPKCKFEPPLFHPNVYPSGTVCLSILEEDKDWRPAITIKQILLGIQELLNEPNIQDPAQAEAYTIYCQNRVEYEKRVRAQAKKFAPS
# Active calls of the source: *; nt = not tested or not shown.
SMILES,pCIP destab,VIM-2 inh,FID counter,IMP-1 inhibitor,PHOSPHO1 inh,HCV NS3 hel inh,IDE act,MEKK3 PB1 HTS,UBC9 SUMO inh
Nc1nc(-n2cnnc2)nn1-c1ccccc1,8,-2.2,-9,-2.5,6,-6,4,107,-1
O=C(COc1cc(O)c2c(=O)c3ccccc3oc2c1)OCc1ccccc1,0,1.1,0,-1.7,5,7,0,90,13
COC(=O)Cn1c2ccccc2c2nc3ccccc3nc21,-13,5.6,0,1.0,20,-4,-1,98,28
CCOC(=O)C1=C(C)N=C2SC(C)C(=O)N2C1c1cccc(F)c1 (stereo not given),-1,-1.9,-15,-2.0,-14,3,4,112,-6
COc1cc(OC)cc(C(=O)NC(C(=O)O)C23CC4CC(CC(C4)C2)C3)c1 (stereo not given),-8,1.1,-32,-3.2,-14,2,-4,109,6
CC1(C)CC(=O)C/C(=N/Nc2nc3ccccc3s2)C1,2,-4.2,-25,-4.5,-14,20,1,103,-9
COc1ccc(OCc2cc(C(=O)N3CCCCCC3)no2)c(Cl)c1,-11,-2.1,-37,-2.5,14,-18,6,104,-7
CC(=O)c1ccc(OCc2cc(C(=O)N(C)Cc3cc(C)no3)no2)cc1,-9,-1.6,-30,-1.9,26,2,2,107,11
O=C(c1nn(Cc2ccccc2)c(=O)c2ccccc12)N1CCN(C/C=C/c2ccccc2)CC1,-5,-1.4,-7,-1.9,38,-11,-8,102,-1
COc1ccc(-c2nn(-c3ccccc3)cc2C(=O)O)cc1OC,-11,0.6,-8,-3.1,-1,-5,5,102,11
O=C(CN1C(=O)NC(Cc2c[nH]c3ccccc23)C1=O)Nc1cccc(S(=O)(=O)N2CCCC2)c1 (stereo not given),-5,-1.0,-13,-2.5,-1,9,8,103,8
COc1cc(C(=O)N2CCN(C)CC2)cc(OC)c1OC,-1,-1.2,-4,-4.2,nt,-5,-4,103,5
COC(=O)Nc1ccc(S(=O)(=O)N(C)C)cc1,-34,-2.1,-2,-1.3,21,-1,-6,102,18
CCCOc1ccc(C2C(C(=O)c3ccco3)=C(O)C(=O)N2CCCn2ccnc2)cc1 (stereo not given),0,-0.8,-6,-2.9,39,-7,-4,nt,1
CCOC(=O)COc1ccc(S(=O)(=O)N2CCN(c3ccc(OC)cc3)CC2)cc1,1,-2.5,-7,-2.8,30,5,-5,94,0
Cc1ccc(Oc2ccc(S(=O)(=O)N3CCOCC3)cc2C(N)=O)c(-n2nc3ccccc3n2)c1,-2,-0.7,2,-0.6,-16,6,0,103,4
COc1ccc(C2C(C(=O)c3ccco3)=C(O)C(=O)N2CC2CCCO2)c(OC)c1 (stereo not given),-6,0.6,-22,-1.5,43,0,4,99,-7
O=C(CSc1nnc(-c2ccc3c(c2)OCO3)o1)Nc1ncc(C(F)(F)F)cc1Cl,-8,-0.4,-6,-1.6,30,-3,2,99,22
O=C(NCCNC(=O)c1ccco1)c1ccc(Cl)c(Cl)c1,-6,1.9,-3,-0.9,-48,-3,-3,100,-7
CCCCCC(=O)Nc1cc(S(=O)(=O)N2CCCCC2)ccc1N1CCOCC1,-13,-1.5,-43,-0.8,5,-13,-4,99,1

# Fetched one by one from above, three records:
SMILES,pCIP destab,VIM-2 inh,FID counter,IMP-1 inhibitor,PHOSPHO1 inh,HCV NS3 hel inh,IDE act,MEKK3 PB1 HTS,UBC9 SUMO inh
O=C(c1nn(Cc2ccccc2)c(=O)c2ccccc12)N1CCN(C/C=C/c2ccccc2)CC1,-5,-1.4,-7,-1.9,38,-11,-8,102,-1
CCOC(=O)COc1ccc(S(=O)(=O)N2CCN(c3ccc(OC)cc3)CC2)cc1,1,-2.5,-7,-2.8,30,5,-5,94,0
CC1(C)CC(=O)C/C(=N/Nc2nc3ccccc3s2)C1,2,-4.2,-25,-4.5,-14,20,1,103,-9

# Going on with the list.
SMILES,pCIP destab,VIM-2 inh,FID counter,IMP-1 inhibitor,PHOSPHO1 inh,HCV NS3 hel inh,IDE act,MEKK3 PB1 HTS,UBC9 SUMO inh
COc1ccc(Cl)cc1NC(=O)CC(C)=O,4,-0.7,-7,-2.2,2,-16,1,103,-7
CCOc1cccc(C(=O)Nc2cc(C)ccc2NC(=O)c2ccco2)c1,4,-4.4,-18,-2.5,nt,-7,-4,101,3
Cc1nn(CC(=O)c2ccc(Cl)s2)c(C)c1[N+](=O)[O-],0,-2.2,3,-1.9,36,17,4,99,9
O=C(O)CCSc1nnc(COc2cccc3ccccc23)n1-c1cccc(Cl)c1,-13,-5.5,-10,-4.0,-1,-14,6,98,13
COc1ccc(CCN(C)C2CC(=O)N(c3ccccc3)C2=O)cc1OC (stereo not given),6,-0.7,-13,0.3,24,18,8,97,7
CC1CCCC(NC(=O)C2CC(=O)N(Cc3ccccc3)C2)C1C (stereo not given),6,-0.6,-26,-1.5,8,-1,5,100,11
O=C(Nc1ccc(F)cc1)Nc1ccccc1N1CCCCC1,-9,-3.5,-4,-0.1,-10,-12,7,98,-3
CC12CC3(C)CC(C)(C1)CC(C(=O)NCc1cccnc1)(C2)C3,-2,0.4,-26,-1.2,-41,12,-2,97,-7
CCN(CC)c1ccc2cc(-c3nc4ccccc4[nH]3)c(=O)oc2c1,-335,13*,0,18*,7,-3,25*,95,30
O=C(C1CCC(CNS(=O)(=O)c2cccc3nsnc23)CC1)N1CCN(c2ccccn2)CC1 (stereo not given),-7,-1.4,-49,-2.5,-2,-2,3,105,19
CCOc1ccc(NC(=O)CN2C(=O)CSC2=O)cc1,-8,-3.1,6,-2.4,23,9,1,108,2
CSc1nc2ccc(NS(=O)(=O)c3c(Cl)cccc3Cl)cc2s1,-1,-3.8,-5,-5.3,-1,-5,3,96,-11
Cc1ccc(C2(C)NC(=O)N(CC(=O)NCc3cccs3)C2=O)cc1 (stereo not given),-31,-3.7,-5,-2.5,-10,-5,5,100,-1
CCN(CC)S(=O)(=O)c1ccc(/C=C/C(=O)O)cc1,0,-0.3,1,-1.0,20,8,-2,86,8
O=C(Cc1c(Cl)cccc1Cl)NC1=NCCS1,2,-0.6,4,-2.0,6,3,9,86,3
Oc1ccc(N2CCN(c3ncnc4sc(-c5ccccc5)cc34)CC2)cc1,-12,2.2,-13,-1.9,4,11,-11,97,27
COC(=O)c1c(NC(=O)CN2C(=O)C(=O)N(CC(C)C)C2=O)sc(C)c1C,-5,0.6,-25,0.4,35,-7,5,106,-6
CC1CCc2c(sc3nc(CN4CCOCC4)nc(N4CCc5ccccc5C4)c23)C1 (stereo not given),-1,-1.5,-14,-4.2,12,7,2,95,6
Cc1nc2ncnn2c(C)c1CCC(=O)N1CCN(C(=O)c2ccco2)CC1,-3,-1.0,0,-3.4,24,-13,2,98,7
COC(=O)C1=C(O)/C(=C/c2cccc(OC)c2O)N=C1C,-8,-3.1,-1,-2.8,21,-3,6,101,-10
CSc1nnc(C)c(=O)n1COC(=O)/C=C/c1ccccc1,3,-1.3,-9,-3.9,6,4,7,103,2
COC(=O)CSc1nc(N)c2c3c(sc2n1)C(c1ccccc1)SC(c1ccccc1)C3 (stereo not given),-16,1.7,-7,2.7,-15,22,-31,99,33
O=C(CCCOc1ccccc1)Nc1ccc(S(=O)(=O)N2CCOCC2)cc1,3,-1.0,-11,-3.0,-4,-3,0,101,10
CCOc1ccc(CCNC(=O)COC(=O)c2cccnc2OCC)cc1OCC,-11,-2.6,-31,-3.9,-6,2,11,103,4
Cc1ccc(/C=C(\C#N)C(=O)NCCN2CCOCC2)cc1,14,-0.9,1,-2.6,-12,5,-5,100,-8
COc1ccccc1-c1nc(C#N)c(N2CC(C)CC(C)C2)o1 (stereo not given),-4,-2.0,-3,-1.9,38,-2,-1,100,3
C/C(CC(=O)Nc1ccc(N(C)C)cc1)=N\NC(=O)C(=O)NCc1ccccc1,4,-2.5,-16,-3.6,28,1,-3,98,2
COc1cccc(-c2cc(C(=O)Nc3cc(C)n(Cc4ccc(Cl)cc4)n3)no2)c1,-4,-2.0,2,-2.2,-4,3,2,101,-9
COc1ccc(Cl)cc1N1Cc2ccccc2C1,-4,-0.7,-5,-4.5,16,0,2,104,9
CN(NC(=O)c1ccc(Cl)cc1Cl)C1=NS(=O)(=O)c2ccccc21,-1,-3.5,-5,-2.7,24,-1,2,91,4
Cc1ccc(-c2csc3ncn(-n4c(C)ccc4C)c(=O)c23)o1,-6,-5.0,-15,-3.1,26,20,0,101,21
O=C1CC(N2CCN(Cc3ccccc3)CC2)C(=O)N1c1ccccc1 (stereo not given),-14,-1.7,-1,-3.6,6,4,4,105,6
CSc1nnc(-c2ccccc2)n1N,-4,-0.7,-1,-1.2,21,7,4,99,-13
Cc1cccc2cc(C#N)c(N3CCCC3)nc12,2,3.2,-3,-1.2,21,12,3,99,25
CCn1c(SC)nnc1-c1nnc(SC)n1CC,1,-2.0,-2,-2.0,2,9,-3,99,-6
Cc1sc2c(=O)n3c(nc2c1C(=O)NCCCN1CCOCC1)CCCCC3,6,18*,11,-3.1,7,0,-3,99,-7
CCCCn1c(SCC(=O)Nc2cccc(C)n2)nnc1-c1ccco1,11,-0.6,-35,-3.0,1,1,1,111,5
COc1cccc2cc(C(C)OC(=O)Nc3ccc(C)cc3)oc12 (stereo not given),7,-2.0,-16,-1.0,4,-33,8,100,-8
Cc1cccn2c(=O)c3cc(C(=O)NCc4ccc(F)cc4)c(=N)n(CC4CCCO4)c3nc12 (stereo not given),-4,3.2,-1,-1.7,-4,-5,-8,104,8
Cc1[nH]c(C)c(S(=O)(=O)Nc2ccc(OC(F)(F)F)cc2)c1C(=O)N1CCCCC1,-6,-1.4,-47,1.1,1,2,1,99,8
O=C(O)c1ccccc1C(=O)Nc1ccc(Oc2cccc3ccccc23)cc1,17,-1.3,2,-2.3,35,-7,-4,103,2
COc1cc(NC(=O)CN2C(=O)NC(C)(CCC(C)C)C2=O)cc(OC)c1 (stereo not given),-5,1.1,-13,-3.4,26,-7,8,104,19
CCCCc1ccc(NC(=S)N2CCCC(CO)C2)cc1 (stereo not given),-3,0.3,-11,-3.6,0,-2,8,109,-4
COc1cc(C2/C(=C(\O)c3ccc4c(c3)OCCO4)C(=O)C(=O)N2CCN2CCOCC2)cc(OC)c1OC (stereo not given),0,0.4,-24,-1.0,38,3,2,99,14

# Only part of the results is shown; rates above refer to the full screens.
